LMP1 NFkB inh: inhibitors of Epstein-Barr LMP1-induced NF-kappaB reporter; inhibition, % at 12.5 µM; LMP1-induced NF-kappaB luciferase reporter cells, luminescence; AID 504558; hit rate 0.69% among 350,000; in the data active = inhibition above about 41%;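 also: 0% = neutral control wells and 100% = reference inhibitor control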
NR2F2 inh: blocks human COUP-TFII nuclear receptor. P24468. HEK293T NGFI-A luciferase reporter, luminescence. inhibition, % at 8.6 µM. hit rate 0.7% among 370,000. AID 686940;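 active = inhibition above a per-plate cutoff, mean inhibition of test wells between control levels plus 3 SD, cut at about 38% in these data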;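 also: cells cotransfected with COUP-TFII expression vector driving the NGFI-A reporter; 0% = median of COUP-TF2 test wells and 100% = reporter-only cells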
Target sequence (P24468 whole entry, looked up): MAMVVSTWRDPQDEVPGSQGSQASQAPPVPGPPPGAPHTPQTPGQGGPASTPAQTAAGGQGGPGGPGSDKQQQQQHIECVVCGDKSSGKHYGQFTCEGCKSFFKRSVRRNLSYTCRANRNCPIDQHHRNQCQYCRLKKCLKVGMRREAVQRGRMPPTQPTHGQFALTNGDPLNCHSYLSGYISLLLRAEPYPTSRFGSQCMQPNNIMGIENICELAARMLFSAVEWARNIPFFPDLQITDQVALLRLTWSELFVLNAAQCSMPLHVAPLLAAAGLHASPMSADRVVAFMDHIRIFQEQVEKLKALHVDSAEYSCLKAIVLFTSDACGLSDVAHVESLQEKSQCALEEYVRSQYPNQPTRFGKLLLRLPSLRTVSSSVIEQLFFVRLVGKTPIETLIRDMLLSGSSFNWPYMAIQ
TLR9-MyD88 block: TLR9-MyD88 interaction inhibition; Q9NR96+Q99836; CHO BLA complementation TLR9-MyD88, CCF4 FRET ratio; inhibition, % at 4.98 µM; hit rate 0.21% among 340,000; AID 504734;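 active = inhibition above the mean over all tested compounds plus 3 SD, cut at about 21% in these data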;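 also: 0% = DMSO only wells and 100% = clavulanate BLA inhibitor control wells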
TWEAK-Fn14 inh: inhibitors of TWEAK-Fn14 interaction signaling; hit rate 2% among 360,000; TWEAK-stimulated Fn14 reporter cells, luciferase luminescence, 8 h; inhibition, % at 10 µM; in the data active = inhibition above about 50%
TROY signal inh: TROY signaling inhibition | AID 1347056 | inhibition, % at 10 µM | Q293 LMP1-TROYcd NF-kB luciferase reporter, 4 h | hit rate 0.98% among 360,000;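 active = compounds whose plate-normalised and pattern-corrected inhibition of the luciferase reporter signal at the single screening dose is 50% or more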
TRAIL sens C8: sensitizes caspase-8 expressing cells to TRAIL; NB7+C8 cells + TRAIL, ATPlite viability luminescence; inhibition (viability loss, TRAIL sensitization), % at 10 µM; hit rate 1% among 360,000;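 active = compounds causing at least 50% loss of cell viability in the single-dose screen, relative to plate controls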
SRC1 inh: human NCOA1 inhibition | HEK293 GAL4-SRC1 luciferase reporter, luminescence | inhibition, % at 3.6 µM | hit rate 0.12% among 360,000 | AID 588354;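 active = inhibition above the campaign mean plus 3 SD, with each screening campaign given its own cutoff, cut at about 60% in these data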;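 also: 0% = DMSO treated cells and 100% = gossypol at 36 µM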
NR5A2 inv ag: NR5A2 inverse agonism in reporter assay; O00482; HEK293T StAR-luciferase reporter, LRH-1 transfected, 24 h; inhibition, % at 3.6 µM; hit rate 0.13% among 360,000; AID 602396;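 active = inhibition above the mean inhibition of all tested compounds plus 3 SD, cut at about 73% in these data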;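 also: 0% = DMSO wells and 100% = reporter-only cells lacking LRH-1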
SRC2 inh: human SRC2 (NCOA2) inhibition. inhibition, % at 9 µM. hit rate 0.17% among 370,000. Q15596. HEK293 GAL4-SRC2 luciferase reporter, luminescence. AID 651957;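 active = inhibition above the mean inhibition of all tested compounds plus 3 SD, set per campaign, cut at about 52% in these data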;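 also: 0% = DMSO treated cells and 100% = cells given Gossypol at 36 µM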
NOD2 RIPK2 PPI: NOD2-RIPK2 protein interaction inhibition; O43353; CHO BLA complementation NOD2-RIPK2, CCF4 ratio; inhibition, % at 4.98 µM; hit rate 0.38% among 360,000; AID 624267; in the data active = inhibition above about 21%;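 also: 0% = vehicle only and 100% = reference blocker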
Target sequence (O43353 whole entry, looked up): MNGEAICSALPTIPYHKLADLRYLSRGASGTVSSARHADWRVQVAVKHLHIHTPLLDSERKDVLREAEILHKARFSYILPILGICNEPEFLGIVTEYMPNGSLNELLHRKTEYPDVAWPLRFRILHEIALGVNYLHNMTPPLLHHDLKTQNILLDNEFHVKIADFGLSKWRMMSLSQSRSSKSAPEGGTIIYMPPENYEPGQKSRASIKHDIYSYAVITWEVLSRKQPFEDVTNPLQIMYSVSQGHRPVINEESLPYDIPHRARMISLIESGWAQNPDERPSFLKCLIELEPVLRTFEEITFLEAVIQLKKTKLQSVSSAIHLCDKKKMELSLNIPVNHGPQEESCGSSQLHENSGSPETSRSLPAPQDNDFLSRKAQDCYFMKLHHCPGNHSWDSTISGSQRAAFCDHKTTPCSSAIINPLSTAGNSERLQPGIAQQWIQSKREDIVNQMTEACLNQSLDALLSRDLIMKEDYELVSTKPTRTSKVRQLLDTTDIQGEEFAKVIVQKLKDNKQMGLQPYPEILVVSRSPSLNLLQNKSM
SRC3 inh: human NCOA3 inhibition; HEK293 GAL4-SRC3 luciferase reporter, luminescence; inhibition, % at 3.6 µM; Q9Y6Q9; AID 588352; hit rate 0.17% among 360,000;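 active = inhibition above a per-campaign cutoff, the mean of all compounds plus 3 SD, cut at about 60% in these data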;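 also: 0% = DMSO-treated cells and 100% = gossypol-treated cells at 36 µM; higher means less SRC3-driven luciferase light from the GAL4 reporter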
* = called active by the depositor; · = no result given. These rows are one share of the data; rates above refer to the full screens.

SMILES | LMP1 NFkB inh | NR2F2 inh | TLR9-MyD88 block | TWEAK-Fn14 inh | TROY signal inh | TRAIL sens C8 | SRC1 inh | NR5A2 inv ag | SRC2 inh | NOD2 RIPK2 PPI | SRC3 inh
CC(C)CN1C(=O)C(=Nc2cccnc2)c2ccccc21 | -7.5 | -6.5 | 1.3 | 9.1 | -3.6 | -9.0 | -15.9 | -24.9 | 7.1 | 8.2 | 14.9
O=C(COc1cccc2cccnc12)N/N=C1\SCC(=O)N1CCc1ccccc1 | 3.8 | -5.2 | 4.2 | 17.5 | 1.5 | -13.2 | -2.7 | 7.1 | -2.5 | -12.9 | 14.9
O=C(/C=C/c1ccccc1)CC(=O)c1ccccc1O | -28.1 | -63.0 | 8.0 | -9.6 | -25.4 | -3.1 | -71.5 | -139.2 | -55.4 | 0.1 | -51.8
COc1ccc(NC(=O)CCn2ccnc2)c(OC)c1 | -3.4 | 3.8 | 1.1 | -17.0 | -34.4 | -9.5 | -18.8 | 20.4 | -33.8 | 0.2 | -3.0
N#Cc1c(Cn2cncn2)nc(=O)n(-c2ccccc2)c1N | -0.6 | 0.1 | 2.1 | -3.7 | -4.8 | -1.7 | 13.7 | -0.9 | -2.3 | -1.8 | 0.5
Cc1nn(C)cc1CN(C)C(=O)c1ccc(OC2CCN(Cc3ccccn3)CC2)cc1 | -3.4 | -2.4 | -3.2 | -8.5 | -7.1 | -4.7 | -2.7 | 13.0 | -48.4 | 0.1 | -16.6
CSc1nc2c(c(=O)[nH]1)C(c1cccc(Cl)c1)CC(=O)N2 (stereo unspecified) | -2.2 | 12.8 | 6.4 | -11.1 | -20.2 | -8.2 | -8.8 | -0.4 | -24.6 | 0.2 | 20.3
Cc1cc(NC(=O)c2cccc(F)c2)ncc1NC(=O)c1ccco1 | -5.9 | -35.3 | -0.9 | 13.9 | -28.6 | 10.6 | -93.0 | -135.3 | -38.1 | -6.7 | -77.0
CCN(CC)C(=O)CC(c1ccc(F)cc1)c1ccco1 (stereo unspecified) | -19.8 | 18.6 | -3.7 | 6.3 | 4.7 | 9.4 | -2.2 | 0.0 | -10.2 | -2.0 | -4.5
Cc1cccc(N2CCN(S(=O)(=O)c3ccc(Cl)nc3)CC2C)c1 (stereo unspecified) | -4.5 | -8.7 | -8.2 | 18.6 | -28.5 | 13.5 | -5.9 | 20.1 | 23.3 | 3.3 | -2.3
CNc1nc(CCN2C(=O)c3ccccc3C2=O)cs1 | 0.8 | 6.9 | -1.1 | 7.4 | -2.2 | -14.2 | -1.3 | -3.6 | -2.6 | -3.8 | 9.4
COc1ccc(S(=O)(=O)NCCSCc2ccco2)cc1C | -4.0 | -1.3 | -7.0 | 2.2 | 3.6 | -6.0 | 9.6 | -1.0 | -0.2 | -5.5 | -26.2
Cc1cccc(N2CCN(Cc3ccc([N+](=O)[O-])o3)CC2)c1C | -0.9 | -8.6 | -2.0 | 12.8 | -0.6 | 0.6 | 2.0 | 20.6 | -16.0 | 1.7 | 10.4
COc1ccc2nc(C)cc(Nc3ccc(C)cc3)c2c1 | 0.7 | 9.2 | -11.3 | -24.1 | -8.6 | 11.1 | 10.7 | -3.9 | -8.6 | -0.9 | -2.7
Cc1cccc(N2CCN(Cc3ccoc3)CC2)c1C | 5.0 | -14.2 | 5.6 | 2.1 | -21.1 | -3.8 | -10.3 | -18.7 | -12.5 | -10.8 | -9.2
CC1CC(C)CN(C(=O)c2ccc(-c3ccc([N+](=O)[O-])cc3)o2)C1 (stereo unspecified) | -15.3 | -7.2 | 4.9 | 15.5 | 17.1 | 33.9 | -2.4 | -29.6 | -17.7 | 8.5 | -72.1
Cc1cccc(OCCCN2CCOCC2)c1C | 2.3 | 14.1 | -11.8 | -12.1 | -11.1 | -0.7 | -4.4 | -4.5 | 2.7 | -10.8 | -36.5
Cn1c(=O)oc2cc(S(=O)(=O)NC3CCCc4ccccc43)ccc21 (stereo unspecified) | -0.5 | 0.7 | 2.4 | 3.2 | 10.0 | 6.9 | 1.8 | -19.2 | 23.3 | 6.4 | -5.5
NS(=O)(=O)c1cccc(NC(=O)COC(=O)COc2ccc3ccccc3c2)c1 | -11.3 | 13.5 | -7.4 | -0.3 | -1.4 | 3.5 | -6.8 | 9.0 | -17.2 | 2.2 | 17.6
CC1CC(C)CN(C(=O)COC(=O)CN2C(=O)c3ccccc3C2=O)C1 (stereo unspecified) | 5.4 | -2.4 | -9.0 | -2.6 | -7.0 | 1.4 | -1.3 | 8.7 | -21.1 | -15.6 | 9.4
CCn1c(SCC(=O)Nc2oc(C)c3c(C)n[nH]c(=O)c23)nnc1-c1ccco1 | -33.3 | -6.8 | -5.3 | 6.0 | -3.5 | -15.8 | 2.8 | 4.8 | -16.5 | -1.7 | -9.2
CCN(CC)C(=O)Cn1cc(S(=O)(=O)CC(=O)Nc2ccc(F)cc2F)c2ccccc21 | -4.9 | 12.9 | -8.8 | 9.0 | -0.3 | 15.0 | -10.1 | 13.7 | 17.7 | -10.9 | 0.8
O=C1NC(NS(=O)(=O)c2ccccc2)(C(F)(F)F)C(=O)N1CCc1ccccc1 (stereo unspecified) | 0.3 | -27.9 | -11.2 | 15.3 | -1.8 | 6.0 | -5.8 | -1.1 | 0.6 | -8.9 | -46.0
O=C(c1csc(Nc2ccccc2Cl)n1)N1CCCC1 | -18.8 | -17.4 | 7.5 | -9.1 | -27.6 | -17.9 | -81.1 | -81.1 | -48.5 | -2.5 | -66.7
Cc1ccc(S(=O)(=O)Nc2cccc(C(=O)N3CCC(C(N)=O)CC3)c2)cc1 | 3.7 | -12.3 | -0.1 | -6.6 | 17.3 | -0.5 | -1.8 | 23.3 | -19.5 | 5.6 | 8.0
CCC(CC)C(=O)N(C)c1c(C)nc2c(OCc3ccccc3OC)cccn12 | · | -6.1 | · | -15.5 | 5.4 | 14.2 | 9.1 | -18.0 | -20.2 | -17.0 | 4.7
COc1ccccc1NC(=O)c1sc2nc(N3CCOCC3)c3c(c2c1N)CCCC3 | -0.2 | 3.0 | 2.8 | -6.6 | -2.4 | -10.8 | 4.9 | -6.0 | 13.1 | -11.9 | 5.3
CCOc1ccccc1Nc1cc(C)nc2nc(C)nn12 | -2.2 | -18.6 | -0.2 | -1.0 | -1.2 | -5.3 | -2.9 | 2.6 | 7.0 | -2.4 | 5.5
CCOc1ccc(S(=O)(=O)Nc2ccc(C(=O)NCC3CCCO3)cc2)cc1 (stereo unspecified) | -11.5 | 10.7 | -1.0 | -5.4 | 18.2 | -13.4 | -6.3 | 13.9 | -17.1 | 0.2 | -1.2
COc1cccc(N2CCN(Cc3cccnc3)CC2)c1 | 4.6 | 1.6 | -4.3 | -23.6 | -2.9 | 6.1 | -6.4 | 4.3 | -7.7 | -13.6 | -3.6
O=C(C[n+]1ccccc1)Nc1ccccc1C(F)(F)F | 8.6 | 9.6 | -16.8 | 13.6 | 22.5 | -12.1 | -3.4 | -2.6 | 12.7 | -0.5 | -15.7
Cn1c(=O)cc(OCCCC(=O)Nc2cccnc2)c2ccccc21 | 6.2 | -35.9 | -8.5 | 17.8 | -11.7 | 0.0 | -10.3 | -11.2 | -41.6 | 3.0 | 8.0
CCc1nnc(NC(=O)c2cccnc2SC)s1 | -5.9 | -3.7 | -3.4 | 8.1 | 0.9 | -2.6 | 2.6 | -0.6 | -5.3 | -6.7 | -1.4
Cc1nc(N2N=C3/C(=C/c4ccc(F)cc4)CCCC3C2c2ccc(F)cc2)sc1C(=O)N(C)C (stereo unspecified) | -3.9 | 22.2 | 20.7 | -0.8 | 1.4 | -6.0 | 13.9 | -18.6 | 9.2 | 42.4* | 25.4
COc1ccc(OC)c(NC(=O)C2(C)CCN2CCOc2ccccc2)c1 (stereo unspecified) | · | 17.7 | · | -17.1 | -34.3 | 7.1 | -5.8 | -7.3 | 24.8 | 4.6 | 6.8
CCOC(=O)N1CCN(C(=O)C[C@@H]2C[C@@]3(C(=O)OCC)CCC=C3N(Cc3cccc4ccccc34)C2=O)CC1 | · | -7.2 | · | 1.0 | -1.6 | 1.8 | · | -2.9 | -14.0 | 4.9 | ·
O=C(c1ccccc1)N1CCn2c(nc3ccccc32)C1 | 2.8 | 6.7 | -10.8 | -2.7 | 4.3 | -23.7 | -16.2 | -6.0 | -15.1 | 1.0 | 3.0
CCOP(=O)(OCC)C(NC(=O)c1cccs1)C(F)(F)F (stereo unspecified) | 1.9 | -9.9 | -0.1 | 13.6 | 0.3 | -6.5 | -3.1 | 16.8 | 1.6 | 2.1 | 8.3
N#Cc1nc(COc2ccccc2Cl)oc1NCc1ccc(F)cc1 | -7.3 | -10.6 | 0.1 | -10.9 | -1.1 | -0.4 | 5.6 | -20.8 | -13.5 | 3.7 | -3.2
COc1ccc(Nc2c(CCc3ccccc3)nc3nc(C)cc(C)n23)cc1 | · | 0.0 | · | 1.2 | -28.5 | 1.2 | · | 29.8 | 0.0 | -16.6 | ·
COC(=O)c1ccc(Sc2ccccc2NS(=O)(=O)c2ccc(C)cc2)nc1 | 0.3 | -11.0 | 4.0 | -1.4 | 1.1 | 5.8 | 1.4 | -13.4 | -95.4 | 9.1 | 11.0
COc1ccc(/C=N/NC(=S)NCCc2ccccc2)cc1 | 10.0 | 6.3 | 4.6 | 3.1 | 4.3 | -4.9 | 0.7 | 4.1 | 5.5 | 6.0 | 2.1
O=C(CC1C(=O)NCCN1C(=O)Nc1ccccc1)Nc1cc(Cl)ccc1Cl (stereo unspecified) | 2.2 | -18.1 | -4.8 | -2.0 | -3.7 | -4.6 | 6.5 | 18.6 | -13.4 | -2.6 | 10.1
Cc1[nH]c(=O)[nH]c(=O)c1S(=O)(=O)N1CCN(c2ccccc2F)CC1 | 0.9 | 8.4 | -4.6 | -26.6 | 9.6 | -9.0 | -20.6 | 2.0 | -10.7 | -6.2 | -5.0
COCCNc1nc2ccccc2n2cnnc12 | 3.7 | 7.4 | -16.4 | 6.0 | 11.0 | -17.6 | 2.8 | 0.2 | 10.0 | -5.1 | -15.3
Cc1cccnc1NC(=S)Nc1ccc(Br)cc1Cl | -31.9 | -37.8 | 2.3 | -4.1 | -62.5 | 3.1 | -105.5 | -120.6 | -24.5 | -3.9 | -61.2
CN(/C=C/C(=C/C=[N+](C)c1ccccc1)OCCCS(=O)(=O)[O-])c1ccccc1 | -4.4 | 0.8 | 0.5 | -2.8 | -27.1 | -6.1 | -3.1 | 12.9 | 10.3 | -6.2 | 0.0
